# SR-BI DiI-HDL act: activators of SR-BI mediated DiI-HDL uptake, primary screen, ldlA[mSR-BI] CHO cells, DiI fluorescence; activation, % at 12.5 µM; 320,000 compounds, 0.096% hits; 3 h; 100 = double the neutral-control signal; AID 504775, 2011;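 active means mean replicate activation of at least 60% and every replicate at or above 60%; inconclusive means mean or all-replicate condition met, but not both; inactive means mean below 60% and not all replicates reaching 60%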;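 further: 0% = median plate neutral-control signal and 100% = twice that signal; values of inactives mirror those of a sister screen read the other way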
#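 Material – SR-BI-overexpressing, LDLR-lacking CHO cells · Medium – BSA-supplemented, HEPES-buffered Ham's F12, pH 7.4 · Doses – single concentration · Times – compound with DiI-HDL co-incubation, 3 h at 37 °C · Measured by – bottom-read fluorescence, 550/595 nm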
# NSD2 inh: NSD2 histone methyltransferase inhibitors, primary screen, biochemical, AlphaScreen, single concentration, set 2; 310,000 compounds, 0.54% hits; Histone-lysine N-methyltransferase NSD2 (Homo sapiens), O96028; AID 743445, 2014; NSD2 peptide methylation, 120 min; inhibition, % at 12.5 µM; in the data active means inhibition above about 50%
# Rtt109 Vps75: inhibitors of C. albicans Rtt109/Vps75 HAT, primary screen, biochemical, ThioGlo CoA-SH fluorescence, plate reader; Histone acetyltransferase RTT109 (Candida albicans (strain SC5314 / ATCC MYA-2876)), …; purified Rtt109/Vps75, 4 h; inhibition, % at 34.9 µM; 330,000 compounds, 0.16% hits; AID 540336, 2011;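 active means inhibition of at least 50% in every replicate; inconclusive means best replicate reaches 50% inhibition but some replicates fall short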
# SR-BI HDL uptake: inhibitors of SR-BI mediated HDL lipid uptake, primary screen, ldlA[mSR-BI] cells, fluorescence, single point; Scavenger receptor class B member 1 (Mus musculus), Q61009; ldlA[mSR-BI] CHO cells, DiI-HDL uptake fluorescence, 3 h; inhibition, % at 12.5 µM; 320,000 compounds, 0.96% hits;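 active means mean replicate inhibition of at least 70% and a set share of replicates each scoring 70 or more; inconclusive means meets just one of the two criteria; inactive means fails both criteria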;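 further: 0% = median of neutral control wells and 100% = median of positive control wells; values of inactives mirror those of a sister screen read the other way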
# dFosB activator: activators of delta FosB homodimer, primary screen, biochemical, fluorescence polarization, TAMRA-CDK5 oligo, single point. Protein FosB (Mus musculus), P13346. purified delta FosB; percent of positive-control signal above neutral wells. activation, % at 25 µM. 340,000 compounds, 0.99% hits;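 active means mean activation above about 17%, with every replicate also reaching it, limit read from the data, passing the limit was not always enough; inconclusive means only one of the two conditions met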;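 further: fluorescence polarization rise as delta FosB binds a TAMRA Cdk5 AP-1 oligo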
# CAL PDZ FP-1: CAL PDZ peptide-binding inhibitors, primary screen, biochemical, fluorescence polarization, Cer-tagged CAL PDZ, HTS. Golgi-associated PDZ and coiled-coil motif-containing protein (Homo sapiens), Q9HD26. purified CAL PDZ, TMR-peptide fluorescence polarization, 1 h. inhibition, % at 20 µM. 330,000 compounds, 0.02% hits. AID 504414, 2011;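 active means highest replicate inhibition of at least 40%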;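 further: plate controls were DMSO neutral control wells for no effect and unlabeled competitor peptide control wells for full effect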
#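 Material – purified CerCALP PDZ construct · Detection – FP readout, S and P plane fluorescence · Measure – percent inhibition from loss of millipolarization · Controls – unlabelled peptide for full inhibition, DMSO wells as neutral · Probe or stimulus – TMR-labelled reporter peptide T*-PRC34 bound in PDZ groove · Times – 1 h at RT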
# PfHsp90 set2: growth inhibition of PfHsp90-expressing yeast, primary screen, antimalarial PfHsp90 inhibitor project, S. cerevisiae, BacTiter-Glo luminescence, single point, set 2; BacTiter-Glo ATP, 48 h; yeast lacking PDR1 and PDR3 efflux regulators; inhibition, % at 9.4 µM; 310,000 compounds, 0.32% hits; AID 504621, 2011;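 active means every replicate shows inhibition above about 80%, whatever the replicate mean, limit read from the data; inconclusive means mean inhibition reaches the set limit but some replicate falls short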;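 further: 0% = DMSO neutral controls and 100% = 20 µM radicicol positive controls; yeast relying on Plasmodium falciparum Hsp90 in place of its own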
# PvdQ acylase: P. aeruginosa PvdQ acylase inhibitors, primary screen, biochemical, fluorescence, plate reader and imaging, single point; PvdQ acylase [Pseudomonas aeruginosa LESB58]; purified PvdQ acylase; inhibition, % at 10 µM; 340,000 compounds, 0.063% hits; in the data active means inhibition above about 30%, passing the limit was not always enough; inconclusive means no clear call, values can overlap the other calls;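 further: 0% = vehicle neutral wells and 100% = reference inhibitor wells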
# CAL PDZ FP-2: untagged CAL PDZ binding inhibitors, primary screen, biochemical, fluorescence polarization, HTS. Golgi-associated PDZ and coiled-coil motif-containing protein (Homo sapiens), Q9HD26. purified CAL PDZ, TMR-peptide fluorescence polarization, 1 h. 300,000 compounds, 0.92% hits. inhibition, % at 24.9 µM. AID 602252, 2012;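 active means mean inhibition of at least 30% with at least half of replicates also reaching 30%; inconclusive means no clear call, values can overlap the other calls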;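 further: 0% = DMSO neutral control and 100% = excess unlabeled competitor peptide PRC23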
# MITF act: activators of MITF-driven TRPM1 promoter reporter, primary screen, cell-based, SK-MEL-5, luciferase, single point; SK-MEL-5 TRPM1-promoter luciferase, 24 h; % of positive control, neutral wells = 0; activation, % at 12.5 µM; 300,000 compounds, 0.75% hits; AID 588334, 2011;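 active means mean activation of at least 80% with every replicate also reaching 80%; inconclusive means mean reaches 80% but some replicate falls short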;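 further: 0% = neutral control wells and 100% = parthenolide positive control wells; values of inactives mirror those of a sister screen read the other way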
# Starred values were filed as active, the others as inactive; ? = inconclusive; nt = no result given; & = joins results of further samples. A portion of the library; rates above refer to the full screens.
SMILES,SR-BI DiI-HDL act,NSD2 inh,Rtt109 Vps75,SR-BI HDL uptake,dFosB activator,CAL PDZ FP-1,PfHsp90 set2,PvdQ acylase,CAL PDZ FP-2,MITF act
Cc1c(Cl)cccc1NC(=S)N1CC2CC(C1)c1cccc(=O)n1C2 (centres undefined),-2.6,5.1,6.7,2.6,4.3,-0.7,5.4,-15.6,-4.7,8.3
COc1ccccc1CNCCc1ccc(F)cc1,1.7,-1.4,-4.5,-1.7,1.4,-0.9,-4.8,7.0,-1.3,nt
C=CCn1c(O)c(C(C)=NCCC2=CCCCC2)c(=O)[nH]c1=O,21.5,0.7,-3.1,-21.5,-8.1,-1.2,-17.2,12.0,-0.9,nt
COc1ccc(CN2CCN(Cc3ccccc3)CC2)c(OC)c1,9.8,3.3,2.2,-9.8,-2.3,-2.0,0.3,8.6,nt,-8.5
CCOC(=O)c1ccc2c(c1)n(Cc1ccccc1)c(C)[n+]2CC,13.0,-2.0,-3.1,-13.0,-3.5,0.4,nt,-4.4,-1.6,15.5
COC(=O)c1ccc(CN2CCSC2=N)cc1,3.5,0.2,2.5,-3.5,2.9,-1.7,-8.8,-10.3,-2.9,0.2
Cc1cccc(CCNCc2cc3ccc(C)cc3[nH]c2=O)c1,nt,0.3,-3.9,nt,-14.1,-2.8,-0.9,-12.6,-3.9,4.9
Cc1nc2ccccc2c(=O)n1-c1ccc(Cl)c(Cl)c1,11.4,-1.1,-7.0,-11.4,2.7,1.2,-24.3,5.7,-4.5,nt
COc1ccccc1N1CCN(Cc2ccccc2F)CC1,27.3,3.8,-44.3,-27.3,5.9,-0.2,-11.5,-15.3,-0.6,-1.5
O=c1[nH]c(O)c(/C=C2\C=Nc3ccc(OCc4ccccc4)cc32)c(=O)[nH]1,1.1,0.6,-0.5,-1.1,9.9,1.1,3.5,-0.3,-1.6,nt
CC(C)(C)NC(=O)C1CC2CCCCC2CN1 (centres undefined),33.8,-3.5,-4.8,-33.8,8.2,-0.8,-0.9,-13.1,4.4,15.3
CN1CCc2c(C#N)c(Cl)nc(Cl)c2C1,-1.3,12.8,-12.1,1.3,-1.3,0.4,5.8,8.8,2.4,-4.7
CC(C)[C@]12CC(=O)[C@H](C)[C@H]1C2,-3.2,nt,-3.2,3.2,3.8,-1.1,-3.1,1.1,-1.7,-5.6
CC(CC(C#N)(c1ccccc1)c1ccccc1)N1CCCCC1 (centres undefined),16.8,27.4,-5.6,-16.8,7.1,-1.4,13.9,5.6,-4.5,1.2
CCC(=NCCO)c1c(O)n(-c2ccccc2)c(=O)[nH]c1=O,-1.9,-2.4,-0.5,1.9,-7.5,-2.2,-15.0,-8.8,-3.3,7.9
COC(=O)C1=C(c2cc3ccccc3s2)C[C@@H]2CC[C@H]1N2C(=O)N1CCCCC1,-8.1,nt,5.2,8.1,2.4,0.7,-12.8,-0.8,-1.9,-12.6
Cc1ccc(Sc2ccc(C=C3C(=O)N(C)C(=O)N(C)C3=O)o2)cc1,10.6,26.4,14.2,-10.6,6.7,-0.5,nt,-19.9,-3.7,-20.6
c1ccc2c(c1)CC1CNCc3cccc(c31)S2 (centres undefined),29.4,-2.8,0.5,-29.4,-0.4,-0.4,5.9,6.3,-3.5,0.4
CCOc1cc2c(cc1OCC)-n1cccc1C(c1cc(C)c(OC)cc1C)NC2 (centres undefined),5.1,-0.4,-2.5,-5.1,9.3,0.7,3.5,-9.9,-9.1,1.8
FC(F)(F)c1ccc(CN2CCNCC2)cc1,-10.5,-6.2,1.1,10.5,1.6,0.3,5.8,-12.6,-0.2,14.0
c1cncc(CNC2CCCC2)c1,6.3,5.5,-1.6,-6.3,-1.7,-4.2,-16.7,-2.3,0.3,-4.5
C[C@]12CCC3C(CC[C@H]4CC(=O)CC[C@]34C)C1CCC2=O (some centres undefined),4.3,-1.9,-6.2,-4.3,-4.5,-1.5,-4.8,-5.9,-3.1,-17.3
Cc1ccc(Cn2nnnc2CN2CCC(n3nnc4ccccc43)CC2)cc1,?,nt,-1.9,-78.7,-9.5,-0.2,-21.3,-3.0,1.4,-15.9
Cc1ccc(C2(O)CCN3CCCCC32)cc1 (centres undefined),13.0,-5.2,nt,-13.0,-3.5,-0.6,-18.4,5.8,-1.1,nt
O=C(c1ccccc1)c1cn(CC(=O)N2CCOCC2)c2ccccc12,-4.4,-0.7,-5.3,4.4,1.0,0.2,-1.3,-12.9,-4.0,0.1
# More compounds.
SMILES,SR-BI DiI-HDL act,NSD2 inh,Rtt109 Vps75,SR-BI HDL uptake,dFosB activator,CAL PDZ FP-1,PfHsp90 set2,PvdQ acylase,CAL PDZ FP-2,MITF act
Cc1ccc(-n2c(O)c(/C=N/NC(=O)c3ccncc3)c(=O)[nH]c2=O)cc1,6.0,-3.4,nt,-6.0,-3.2,-2.1,9.3,2.8,-2.3,-5.9
COC(=O)C1=C(c2c(C)noc2C)C[C@@H]2CC[C@H]1N2C(=O)NC1CC1,7.1,nt,-8.6,-7.1,-3.7,-0.4,-26.9,-7.7,-2.7,9.1
COC(=O)C(Cc1ccc(N(CCCl)CCCl)cc1)N=Cc1ccccc1O (centres undefined),28.7,nt,-1.3,-28.7,-9.2,-0.1,1.0,-18.0,-3.0,nt
CC(=O)OCC(=O)[C@H]1CC[C@H]2[C@@H]3CC[C@H]4C[C@H](O)CC[C@]4(C)[C@H]3C(=O)C[C@]12C,19.3,nt,5.6,-19.3,-0.6,-0.8,11.9,5.8,-3.6,-5.8
CC(C(=O)Nc1ccc(Br)cc1C(=O)c1ccccc1)N1CCCCC1 (centres undefined),-24.3,-1.3,6.7,24.3,-0.3,0.8,20.6,-2.6,-4.3,nt
COc1cccc(NP(=O)(Oc2ccccc2Cl)Oc2ccccc2Cl)c1,1.3,-2.1,1.7,-1.3,-10.5,-0.4,-13.8,-2.5,-5.3,0.5
COC(=O)C1=C(c2ccc(-c3ccccc3)c(F)c2)C[C@@H]2CC[C@H]1N2C(=O)NC(C)C,12.5,nt,10.1,-12.6,6.7,-0.3,-4.5,-3.2,-0.9,-7.5
Cc1nn(C)cc1/C=C1/CC2C3CC=C4CC(O)CCC4(C)C3CCC2(C)C1=O (centres undefined),-21.3,1.6,-1.5,21.3,-7.5,-1.4,-60.8,-7.2,-1.7,1.3
COc1cc(CN2CCN(C(=O)COc3ccccc3)CC2)cc(OC)c1OC,19.7,1.6,2.5,-19.7,-13.1,-0.3,-17.5,-12.7,-3.5,-12.1
COc1ccc(C2C(C(=O)N3CCC4(CC3)OCCO4)CC(=O)N2c2ccc(OC)cc2)cc1 (centres undefined),25.4,nt,9.0,-25.4,-11.1,-2.3,-73.1,-12.5,-15.5,8.2
CCCCCCn1c(N)c(C(=O)NCCN2CCOCC2)c2nc3ccccc3nc21,0.8,-5.3,7.6,-0.8,7.6,0.1,-1.7,-27.8,-2.5,-0.8
CCOC(=O)N1CCC(NC(=O)CCc2nc(C3=CCN(C)CC3)no2)CC1,19.3&31.3,8.1&-2.3,1.3&-5.9,-19.3&-31.3,-2.9&-5.1,-2.3&1.4,-23.0&3.3,-4.9&3.4,0.6&1.0,-0.2&-0.1
COC(=O)C1=C(c2ccc(F)cc2F)C[C@@H]2CC[C@H]1N2C(=O)NCc1ccco1,-25.9,nt,6.8,25.9,-8.2,-1.0,-32.6,-0.7,1.2,-8.6
COC(=O)C1=C(c2ccc3ccccc3c2)C[C@@H]2CC[C@H]1N2C(=O)NCc1ccc(C(F)(F)F)cc1,-13.1,nt,-1.9,13.1,-5.6,-0.3,-31.1,8.5,-2.1,2.4
CC(Cc1ccccc1)NC(=O)c1ccc(N)cc1 (centres undefined),6.6,-0.7,-1.1,-6.6,-4.7,nt,3.7,-19.5,-4.0,66.6
OC(CNCCc1c[nH]c2ccccc12)c1ccccc1 (centres undefined),33.1,5.9,1.9,-33.1,-1.7,-2.7,1.8,-6.6,-6.2,-2.0
O=C1NC(=O)N(c2cccc(F)c2)C(=O)/C1=C/c1ccc(N2CCOCC2)cc1,8.0,-3.0,-1.8,-8.0,7.8,-0.7,9.5,-15.7,nt,nt
Cc1cc2ccccn2c1C(C[N+](=O)[O-])c1c(F)cccc1Cl (centres undefined),24.8,-0.2,-4.9,-24.8,-12.0,-0.2,9.9,-17.5,-5.2,-6.2
O=Cc1cn(CCCOc2ccccc2)c2ccccc12,-14.9,-2.0,10.2,14.9,-5.7,-3.0,10.1,-2.3,-1.0,9.8
CN(C)C(=O)Oc1ccc(-c2cn3cc(C(F)(F)F)ccc3n2)cc1,nt,-2.6,-18.6,nt,-4.4,-2.8,-27.8,-10.2,-2.3,40.6
CN1C(=O)c2ccccc2Sc2ccc(C(=O)N3CCC4(CC3)OCCO4)cc21,17.6,-4.8,-0.2,-17.6,-0.7,-2.0,nt,-14.1,nt,-0.8
CC1(C)CC(=O)C(C=NCCN2CCN(C(=O)Cc3ccc(F)cc3)CC2)=C(O)C1,16.5,-4.6,-3.3,-16.5,-6.4,-1.2,1.0,-8.8,nt,-7.4
CCOC(=O)C1CCN(/C=C2/C(=O)NC(=O)N(c3ccc(OCC)cc3)C2=O)CC1,-15.9,6.5,18.0,15.9,8.0,0.2,8.3,-12.2,-3.6,-3.9

# Quoted at random: 2 compounds from above
SMILES,SR-BI DiI-HDL act,NSD2 inh,Rtt109 Vps75,SR-BI HDL uptake,dFosB activator,CAL PDZ FP-1,PfHsp90 set2,PvdQ acylase,CAL PDZ FP-2,MITF act
Cc1ccc(-n2c(O)c(/C=N/NC(=O)c3ccncc3)c(=O)[nH]c2=O)cc1,6.0,-3.4,nt,-6.0,-3.2,-2.1,9.3,2.8,-2.3,-5.9
COc1cc(CN2CCN(C(=O)COc3ccccc3)CC2)cc(OC)c1OC,19.7,1.6,2.5,-19.7,-13.1,-0.3,-17.5,-12.7,-3.5,-12.1

# Source: PubChem
